Compound activity from PubChem.
Efa HMGR inh: E. faecalis class II HMG-CoA reductase inhibition; purified E. faecalis HMGR, NADPH absorbance 340 nm kinetic; inhibition, % at 10 µM; actives 0.41% (n = 190,000);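 active = inhibition above a set limit, the median over all tested compounds plus 3 SD, cut at about 9.5% in these data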;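 also: enzyme runs in reverse so mevalonate oxidation gives rising NADPH absorbance; 0% = complete reaction with DMSO and 100% = background rate lacking mevalonate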
PPARg SRC3 recr: PPARgamma-driven SRC-3 recruitment agonism | biochemical PPARgamma/SRC-3 coactivator recruitment assay | activation, % at 8 µM | AID 731 | actives 0.26% (n = 200,000) | P37231; in the data active = activation above about 23%;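 also: 0% = DMSO and 100% = reference agonist; some compounds past the cut are filed as inactive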
Target sequence (P37231 whole entry, looked up): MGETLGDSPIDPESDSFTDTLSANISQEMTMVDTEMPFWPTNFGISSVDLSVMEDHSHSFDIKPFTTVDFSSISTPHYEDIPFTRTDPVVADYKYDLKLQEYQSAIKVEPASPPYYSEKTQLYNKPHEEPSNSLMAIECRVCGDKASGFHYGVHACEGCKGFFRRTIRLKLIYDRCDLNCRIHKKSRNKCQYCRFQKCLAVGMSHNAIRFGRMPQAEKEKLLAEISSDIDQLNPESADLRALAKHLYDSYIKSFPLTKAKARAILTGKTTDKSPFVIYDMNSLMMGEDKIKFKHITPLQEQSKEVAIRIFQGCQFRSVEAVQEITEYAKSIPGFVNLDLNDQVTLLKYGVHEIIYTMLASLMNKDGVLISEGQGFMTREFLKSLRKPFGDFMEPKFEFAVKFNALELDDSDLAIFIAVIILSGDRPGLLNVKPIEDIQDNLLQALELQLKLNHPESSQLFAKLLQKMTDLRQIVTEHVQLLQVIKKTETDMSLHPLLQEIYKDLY
bIAP inhibitor: intestinal alkaline phosphatase (bovine) inhibition; purified bovine IAP, CDP-star luminescence, 30 min; inhibition, % at 20 µM; 190,000 tested, under 10 active;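 active = over 50% inhibition of intestinal alkaline phosphatase at 20 µM in the single-dose screen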
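Assay system: bovine IAP enzyme; medium: DEA buffer 100 mM, pH 9.8, with MgCl2 1.0 mM, ZnCl2 0.02 mM; doses: 20 µM single dose; incubation: enzyme reaction for 30 min at room temperature; detection: CDP-star luminescence signal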
TNAP inh hi DEA: TNAP (human) inhibition, high acceptor; P05186; AID 1135; actives 0.03% (n = 200,000); inhibition, % at 20 µM; purified TNAP, CDP-star luminescence, 1 M DEA;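 active = over 50% inhibition of tissue-nonspecific alkaline phosphatase at 20 µM in the single-dose screen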;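 also: plate controls were DMSO wells for no effect and EDTA-quenched wells as full inhibition for full effect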
Target sequence (P05186 whole entry, looked up): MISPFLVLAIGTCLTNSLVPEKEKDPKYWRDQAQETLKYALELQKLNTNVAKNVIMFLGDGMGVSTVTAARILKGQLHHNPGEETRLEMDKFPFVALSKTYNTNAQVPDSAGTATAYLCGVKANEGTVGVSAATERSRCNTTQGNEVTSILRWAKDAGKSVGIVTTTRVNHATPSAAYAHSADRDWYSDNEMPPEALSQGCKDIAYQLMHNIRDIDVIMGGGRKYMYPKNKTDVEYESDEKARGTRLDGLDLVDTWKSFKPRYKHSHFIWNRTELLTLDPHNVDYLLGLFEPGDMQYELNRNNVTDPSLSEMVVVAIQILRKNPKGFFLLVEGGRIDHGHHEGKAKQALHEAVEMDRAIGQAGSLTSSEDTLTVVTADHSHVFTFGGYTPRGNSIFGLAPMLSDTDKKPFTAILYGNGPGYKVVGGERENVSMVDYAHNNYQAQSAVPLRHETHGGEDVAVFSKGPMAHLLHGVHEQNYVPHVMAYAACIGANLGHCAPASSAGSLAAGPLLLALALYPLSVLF
PPARg SRC2 recr: agonists of SRC-2 recruitment by human PPARgamma; P37231; PPARgamma LBD-SRC-2 recruitment, biochemical; activation, % at 8 µM; actives 0.34% (n = 200,000); AID 1032; in the data active = activation above about 22%;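 also: 0% = vehicle and 100% = reference agonist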
TNAP inh no acc: inhibitors of human TNAP without phosphate acceptor | P05186 | purified TNAP, CDP-star luminescence, 30 min | inhibition, % at 20 µM | actives 0.26% (n = 200,000) | AID 1012;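 active = tissue-nonspecific alkaline phosphatase inhibition above about 50% at 20 µM in the single-dose screen, limit read from the data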;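 also: 0% = DMSO negative control and 100% = EDTA positive control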
PPARg SRC1 recr: agonists of human PPARgamma SRC-1 coactivator recruitment. P37231. PPARgamma-SRC-1 coactivator recruitment biochemical assay. activation, % at 8 µM. actives 0.41% (n = 200,000); in the data active = activation above about 19%;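 also: 0% = DMSO and 100% = reference agonist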
TNAP act hi DEA: activators of human TNAP at high phosphate acceptor concentration. P05186. purified TNAP, CDP-star luminescence, 1 M DEA, 30 min; hits give high values; 0 = EDTA background, 1 = DMSO-only activity. activation factor at 20 µM. 200,000 tested, under 10 active;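 active = activation factor at least 2 at 20 µM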
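Measured by: Luminescent substrate turnover signal | Test system: Human TNAP | Input: TNAP 1/800 final | Dosing: 20 µM single point | Schedule: 30 min, room temperature | Controls: EDTA wells as negative control, DMSO wells as positive control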
SRC2 TRFRET art: TR-FRET artefact, counter-screen to PPARgamma/SRC-2 agonist assay. hits give high values. TR-FRET ratio at 8 µM. actives 0.4% (n = 200,000). AID 1049; in the data active = TR-FRET ratio above about 2000; also: inactives centre near 1500
bIAP act: intestinal alkaline phosphatase (bovine) activation; purified bovine IAP, CDP-star luminescence, 30 min; hits give high values; fold of DMSO-control signal, blank-subtracted; activation factor at 20 µM; actives 0.17% (n = 200,000);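 active = activation factor of 2 or more at 20 µM, a signal rise over negative controls twice the positive control's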
An asterisk follows results filed as active; . = no result given; & = joins results of further samples. Rows were taken by chance; 1.6% or so of the library scored in one or more.

SMILES	Efa HMGR inh	PPARg SRC3 recr	bIAP inhibitor	TNAP inh hi DEA	PPARg SRC2 recr	TNAP inh no acc	PPARg SRC1 recr	TNAP act hi DEA	SRC2 TRFRET art	bIAP act
Cc1ccc(-c2nn(CC(=O)NCc3ccco3)c(=O)c3ccccc23)cc1	4	0	10	-3	6	-8	15	1	1604	0.9
Cc1ccccc1OCC(O)Cn1c(Br)nc2c1c(=O)n(C)c(=O)n2C (centres undefined)	1	4	-2	-4	5	-5	1	1	1552	1
CCN(c1ccc(NC(=O)COC(=O)c2ccc(C)c(S(=O)(=O)N3CCOCC3)c2)cc1)C(C)C	-2	1	-8	1	5	-4	-4	1	1541	1.1
O=C(Nc1ccc(F)cc1)c1cccc(N2C(=O)C3C4CCC(C4)C3C2=O)c1 (centres undefined)	0	4	-10	-1	7	-11	7	1	1637	1.1
Cc1cc(C)n(CCCNCC(O)c2ccccc2)n1 (centres undefined)	-4	5	1	-6	3	-1	0	1.1	1698	1
O=c1c2ccccc2nc2n1C(CSCc1ccc(Cl)cc1)CS2 (centres undefined)	-7	-3	25	-1	2	2	-9	1	1472	0.8
COC(=O)c1noc(-c2ccc(C)cc2)n1	0	-2	8	-4	12	-4	4	1	1506	0.9
Cc1ccc(N(CC(=O)NCCSCc2ccco2)S(=O)(=O)c2ccc(F)cc2)cc1	-4	7	-11	-2	13	-8	10	1	1653	1.1
O=C(Nc1cc([N+](=O)[O-])ccc1F)C1CC1	-6	2	-9	0	4	-4	8	1	1639	1.1
COc1ccc(NC(=O)CSc2nnc(NC(=O)c3ccco3)s2)cc1	-3	1	-4	-5	6	-10	-1	1	1697	1
Fc1ccc(Nc2ncnc3sc4c(c23)CCC4)cc1	-2	-2	24	-1	5	-10	14	1	1635	0.8
C=CCn1c(SCC)nc(O)cc1=O	-1	0	12	-7	4	-10	2	1.1	1560	0.9
O=C(O)c1cccc(S(=O)(=O)N2CCN(C(c3ccccc3)c3ccccc3)CC2)c1	-4	2	-26	-7	3	-3	0	1.1	1536	1.3
Cc1ccc(S(=O)(=O)N=S(CC2CC2(Cl)Cl)CC2CC2(Cl)Cl)cc1 (centres undefined)	-9	0	8	-3	-2	-8	-2	1	1491	0.9
CC1CN(/C=C/C(=O)C(F)(F)F)CC(C)O1 (centres undefined)	5	5	-11	-4	-2	-8	4	1	1586	1.1
C/C(CC(=O)Nc1ccc(Cl)c(Cl)c1)=N\NC(=O)C(=O)N1CCCCC1	-3	3	5	-6	-4	-10	-4	1.1	1493	0.9
O=C(CSc1nnc(-c2ccccc2)o1)c1ccc2c(c1)OCCO2	-6	-3	-4	-6	9	5	10	1.1	1573	1
COc1cc(OC)c(C(=O)NCC(c2cccs2)N(C)C)cc1OC (centres undefined)	-9	3	-4	-6	2	-7	0	1.1	1593	1
Cc1cccc(CC(=O)NCCn2c(C)cc3ccccc32)c1	2	4	-8	-2	12	-3	2	1	1566	1.1
CCCCn1c(C)csc1=Nc1cccnc1	-2	-1	-18	-5	-11	-7	-7	1.1	1529	1.2
Cc1ccc(NC(=O)CSc2nc3ccccc3c(=O)n2CCCC(=O)N2CCCC2)cc1	2	-1	-4	-4	3	-14	-3	1	1440	1
COc1cc(NS(=O)(=O)c2ccc(N)cc2)ncn1	-1	-1	-2	-6	-6	-18	4	1.1	1581	1
O=C(NC1CCCCCCC1)c1ccco1	-6	4	8	-3	-4	-11	1	1	1572	0.9
CCOC(=O)C1CCN(C(=O)COc2ccc(Br)cc2Br)CC1	-8	2	-10	-1	8	-3	5	1	1637	1.1
CCOC(=O)CNC1CC(=O)N(c2cccc(Cl)c2)C1=O (centres undefined)	-1	-2	-12	-3	7	-22	4	1	1711	1.1

Next section (three carried over from the part before).
SMILES	Efa HMGR inh	PPARg SRC3 recr	bIAP inhibitor	TNAP inh hi DEA	PPARg SRC2 recr	TNAP inh no acc	PPARg SRC1 recr	TNAP act hi DEA	SRC2 TRFRET art	bIAP act
O=C(NC1CCCCCCC1)c1ccco1	-6	4	8	-3	-4	-11	1	1	1572	0.9
CCOC(=O)C1CCN(C(=O)COc2ccc(Br)cc2Br)CC1	-8	2	-10	-1	8	-3	5	1	1637	1.1
CCOC(=O)CNC1CC(=O)N(c2cccc(Cl)c2)C1=O (centres undefined)	-1	-2	-12	-3	7	-22	4	1	1711	1.1
Cc1ccc(/C=N/NC(=O)c2ccoc2C)o1	-1	-2	-2	-3	1	2	1	1	1555	1
CCC(=O)Oc1c(-c2ccccc2)c2nc3ccccc3nc2c2ccccc12	.	0	.	.	0	.	1	.	1450	.
NC(=O)C(Cc1ccccc1)N1C(=O)c2ccccc2C1=O (centres undefined)	6	5	-4	-4	9	-14	3	1	1810	1
Cn1c(SCc2ccc(C#N)cc2)nnc1-c1cccc(Cl)c1	-4	2	20	-2	-2	-7	7	1	1720	0.8
COC(=O)c1ccc(S(=O)(=O)N2CCCCCC2)cc1	-6	3	14	-2	5	0	10	1	1505	0.9
COc1ccc(CCNC(=O)c2[nH]c(C)c(C(C)=O)c2C)cc1	-10	2	-1	-5	-1	-5	0	1	1413	1
CC(C)Nc1nc(NC(C)C)nc(OCCOC(=O)c2ccccc2)n1	2	2	32	-3	-4	-3	2	1	1693	0.7
Cc1cc(C)c(NC(=O)C2CCCN2C(=O)NC2CCCCC2)c(C)c1 (centres undefined)	-3	1	7	-7	-1	-11	-3	1.1	1527	0.9
Cc1ccc(NS(=O)(=O)c2ccc3[nH]c(=O)c(=O)[nH]c3c2)cc1Cl	-4	3	-24	-4	1	-11	7	1	1566	1.2
CCc1nnc(SCc2ccc(CSc3nnc(CC)n3N)cc2)n1N	1	3	9	-6	12	-3	10	1.1	1547	0.9
Cc1cccc(Nc2nc(N)nc(CN3CCC(C)CC3)n2)c1C	2	6	-1	4	7	4	-6	1	1376	1
CCOc1ccc(/C=N/NC(=O)C(C)N(c2ccc(OC)cc2)S(C)(=O)=O)cc1OCC (centres undefined)	-4	-1	-3	0	3	-7	-4	1	1538	1
COc1ccc(-c2nnc(SCC(=O)c3ccc[nH]3)o2)cc1	-2	4	15	2	10	-2	7	1	1760	0.9
O=C(N/N=C/c1ccsc1)c1cc(-c2ccncc2)nc2ccccc12	-1	8	-42	-2	15	4	6	1	1745	1.4
Cn1c(N)c(C(=O)COC(=O)CNS(=O)(=O)c2ccc(Cl)c(Cl)c2)c(=O)n(C)c1=O	-1	-1	9	-1	0	-18	-5	1	1492	0.9
COc1ccc(-c2nc(CS(=O)CC(=O)NCc3ccco3)c(C)o2)cc1 (centres undefined)	2	2	5	-1	-8	-9	10	1	1542	1
CCCN(CCC)c1ccc(/C=N/NC(=O)CN2CCOCC2)cc1	0	3	-7	-3	10	-9	6	1	1548	1.1
OC(COc1cccc(OCC(O)CN2CCOCC2)c1)CN1CCOCC1 (centres undefined)	0&-5	9&-2	8&5	0&-3	-3&-5	-2&-9	5&0	1&1	1513&1690	0.9&0.9
CC1=C(C(=O)OC2CCCCCCC2)C(c2cc3c(cc2Br)OCO3)CC(=O)N1 (centres undefined)	-6	1	3	-4	1	-1	-1	1	1521	1
Cc1n[nH]c(C)c1CCc1nc2c3ccccc3nc(SCC(=O)Nc3ccccc3F)n2n1	-3	-8	-13	-4	2	-18	0	1	1440	1.1
O=C(Nc1ccc2oc(-c3ccc(F)cc3)nc2c1)c1ccccc1F	-2	21	9	-3	28*	-13	25*	1	2348*	0.9
CCN1CCCc2cc(CN(CCN3CCOCC3)C(=S)Nc3cccc(Cl)c3)ccc21	0	5	3	0	7	5	7	1	1676	1
O=C1N/C(=C/c2cccn2-c2ccccc2)C(=O)N1Cc1ccccc1F	0	-3	-2	0	-4	-11	4	1	1546	1
Cc1ccc(C(NC(N)=O)c2ccccc2C)cc1 (centres undefined)	0	1	3	-7	15	-7	-1	1.1	1581	1
O=C1Nc2ccccc2C12NCCc1c2[nH]c2ccccc12 (centres undefined)	-2	-1	2	-4	-5	-6	2	1	1394	1

Complete entries as entered above.
COc1ccc(-c2nnc(SCC(=O)c3ccc[nH]3)o2)cc1 in the list: Efa HMGR inh: -2; PPARg SRC3 recr: 4; bIAP inhibitor: 15; TNAP inh hi DEA: 2; PPARg SRC2 recr: 10; TNAP inh no acc: -2; PPARg SRC1 recr: 7; TNAP act hi DEA: 1; SRC2 TRFRET art: 1760; bIAP act: 0.9
Cc1ccc(/C=N/NC(=O)c2ccoc2C)o1 in the list: Efa HMGR inh: -1; PPARg SRC3 recr: -2; bIAP inhibitor: -2; TNAP inh hi DEA: -3; PPARg SRC2 recr: 1; TNAP inh no acc: 2; PPARg SRC1 recr: 1; TNAP act hi DEA: 1; SRC2 TRFRET art: 1555; bIAP act: 1

Continued:
SMILES	Efa HMGR inh	PPARg SRC3 recr	bIAP inhibitor	TNAP inh hi DEA	PPARg SRC2 recr	TNAP inh no acc	PPARg SRC1 recr	TNAP act hi DEA	SRC2 TRFRET art	bIAP act
CCOc1ccccc1NC(=O)CSc1nnc2ccc(-c3cccnc3)nn12	-10	0	-3	-3	-2	-11	3	1	1501	1
O=C(Cn1c(CO)nc2ccccc21)Nc1ccccc1Cl	-3	-1	5	-7	3	2	3	1.1	1537	0.9
CCOC(=O)c1sc(NC(=O)CSc2nc(C)cc(C)c2C#N)c(C#N)c1C	-8	5	3	-5	0	-9	0	1	1549	1
CCOC(=O)c1cc(NC(=O)C2CCCO2)cc(C(=O)OCC)c1 (centres undefined)	-1	-3	11	-2	12	-8	-1	1	1583	0.9
O=C(NO)c1ccccc1O	-7	2	2	-4	-1	-5	8	1	1462	1
CC1CCCCC12NC(=O)N(CC(=O)NC1CCCc3ccccc31)C2=O (centres undefined)	-1	-5	23	8	-2	-1	-3	0.9	1817	0.8
CC(/C=C1\SC(=S)N(C(C(=O)O)C(C)C)C1=O)=C\c1ccccc1 (centres undefined)	1	2	-4	4	2	-8	-1	1	1454	1
Cc1ccc(C)c(N2C(=O)CC(N3CCN(Cc4ccc5c(c4)OCO5)CC3)C2=O)c1 (centres undefined)	-9	-1	4	2	-2	-4	-2	1	1403	1
CCS(=O)(=O)Nc1cccc(C2=NN(S(=O)(=O)c3ccccc3)C(c3cccs3)C2)c1 (centres undefined)	-4	-5	-3	-3	4	-6	-8	1	1646	1
COc1ccc(N2CCN(Cc3nc(N)nc(N4CCCc5ccccc54)n3)CC2)cc1	-1	1	-2	1	6	-6	3	1	1581	1
Cc1ccccc1OC1C(=O)N(CC2CCCO2)C1c1ccc2c(c1)OCO2 (centres undefined)	-2	5	-5	-4	-4	-8	-6	1	1434	1
COc1ccccc1NC(=O)c1ccc(Br)o1	-1	2	18	0	9	-4	-1	1	1790	0.8
CN1CCN(C(=O)CN(C)S(=O)(=O)c2ccc3ccccc3c2)CC1	5	4	-5	-1	6	-7	7	1	1674	1
O=C(/C=C/c1ccc(O)cc1)OCc1occc(=O)c1O[C@@H]1OC(CO)[C@@H](O)[C@H](O)[C@@H]1O (some centres undefined)	2	4	-1	-1	9	1	6	1	1488	1
CCOC(=O)c1c(NC(=O)CCCC(=O)O)sc2c1CCC2	0	2	1	-5	1	-9	0	1	1529	1
Oc1cccc(-c2nc3c4c(ncn3n2)-c2ccccc2CC42CCCC2)c1	-2	-1	-1	-4	3	-9	0	1	1469	1
